From PubChem
esBAF inh: inhibitors of esBAF chromatin remodeling in mouse ES cells | Bmi1-luciferase knock-in reporter, 24 h; 100% = twice the neutral-well signal | AID 602393 | reporter increase, % at 12.5 µM | hit rate 2% among 350,000; in the data active means activation above about 40%; inconclusive means no clear call, values can overlap the other calls;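 further: 0% = median of the plate's neutral control wells and 100% = double that signal; a rise in the Bmi1 reporter signal indicates esBAF inhibition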
S100A4 MyoIIA: inhibitors of human S100A4 binding to myosin IIA peptide. inhibition, % at 10.7 µM. S100A4/TAMRA-MyoIIA peptide fluorescence polarization. P26447. AID 652163. hit rate 0.14% among 360,000;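 active means mean inhibition of at least 70% across replicates, with every replicate also reaching that level; inconclusive means mean inhibition reaches 70% but some replicates fall short; inactive means mean inhibition below 70%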
Target sequence (P26447 whole entry, looked up): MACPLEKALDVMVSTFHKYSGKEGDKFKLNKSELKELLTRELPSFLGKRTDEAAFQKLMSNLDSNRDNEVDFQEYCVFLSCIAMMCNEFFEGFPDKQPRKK
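Test system – S100A4 monomer (human) · Compound – single-point compound testing · Schedule – 5 min incubation before reading · Probe or stimulus – TAMRA-labelled myosin IIA heavy-chain peptide probe, 5 nM · Benchmarks – neutral control DMSO, positive control TFP · Medium – Calcium-containing HEPES buffer, pH 7.2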
FN deposit inh: fibronectin deposition inhibition | AH1F fibroblasts, Alexa488-fibronectin deposition fluorescence, overnight | inhibition, % at 12.6 µM | hit rate 0.086% among 350,000 | AID 743247;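 active means mean inhibition across replicates of 30% or more, regardless of how many single replicates reach that level; inconclusive means mean under 30% yet at least half of replicates reach 30%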;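 further: positive control wells lacked labelled fibronectin entirely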
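Test system: AH1F fibroblast monolayer depositing Alexa488-labelled fibronectin into matrix. Input: 10000 cells per well. Technique: fluorescence, ex 485 nm, em 525 nm. Buffer or medium: DMEM plus 2% serum, read in PBS. Timing: 1 h cell adhesion before compound, then overnight fibronectin incubation. Compound: single dose, pinned. Read-out basis: inhibition from reduced deposited-fibronectin fluorescence.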
SIRT5 inh: sirtuin-5 (human) deacylase inhibition. Purified SirT5, succinyl-peptide AMC, trypsin-coupled fluorescence. inhibition, % at 15 µM. hit rate 1.1% among 330,000. AID 652115; in the data active means inhibition above about 15%; inconclusive means no clear call, values can overlap the other calls
Target sequence (Q9NXA8 whole entry, looked up): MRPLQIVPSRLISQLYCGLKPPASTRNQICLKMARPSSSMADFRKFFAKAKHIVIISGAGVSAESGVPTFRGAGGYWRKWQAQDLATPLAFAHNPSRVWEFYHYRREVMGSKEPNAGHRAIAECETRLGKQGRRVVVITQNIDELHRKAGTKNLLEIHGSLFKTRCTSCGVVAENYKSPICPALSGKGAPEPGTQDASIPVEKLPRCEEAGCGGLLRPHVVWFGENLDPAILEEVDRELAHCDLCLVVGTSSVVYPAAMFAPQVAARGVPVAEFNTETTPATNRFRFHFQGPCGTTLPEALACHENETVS
LGR2 antag: blocks bursicon-induced cAMP signaling via Drosophila LGR2. AID 720647. inhibition, % at 9.99 µM. hit rate 0.35% among 380,000. HEK293 LGR2, CRE-luciferase, bursicon-stimulated, 4 h;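 active means drop in luminescence signal, shown as inhibition above about 50% in the replicate tests, limit read from the data, passing the limit was not always enough; inconclusive means probably only some replicates passing the limit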;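 further: agonist challenge used bursicon conditioned medium at about half maximal strength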
Casp6 inh: caspase-6 (human) enzyme inhibition; purified caspase-6, Z-VEID-R110 cleavage fluorescence; AID 686996; inhibition, % at 12.5 µM; hit rate 0.53% among 350,000; P55212;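 active means mean inhibition across replicates at least about 35%, with every replicate also reaching that limit, limit read from the data; inconclusive means only one of the two criteria met; inactive means neither criterion met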;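 further: 0% = median of neutral control wells and 100% = no fluorescence left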
Target sequence (P55212 24-179 limits assumed): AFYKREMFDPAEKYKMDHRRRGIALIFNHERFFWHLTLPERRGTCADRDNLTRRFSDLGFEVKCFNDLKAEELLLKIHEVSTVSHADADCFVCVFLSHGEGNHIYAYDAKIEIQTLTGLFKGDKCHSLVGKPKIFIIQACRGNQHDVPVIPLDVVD
Target sequence (P55212 194-293 limits assumed): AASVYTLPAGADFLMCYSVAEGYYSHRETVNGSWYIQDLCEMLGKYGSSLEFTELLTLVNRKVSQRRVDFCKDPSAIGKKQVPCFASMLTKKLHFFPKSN
Statin myotox sup: suppression of simvastatin myotoxicity; C2C12 myotubes + simvastatin, ATP luminescence, 48 h; scaled: DMSO 0, geranylgeraniol control 100; rescue of ATP level, % at 7.49 µM; hit rate 0.78% among 330,000; AID 602340;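 active means mean ATP rescue above about 67%, or every replicate alone reaching that limit, limit read from the data, passing the limit was not always enough; inconclusive means no clear call, values can overlap the other calls; inactive means mean under the limit and some replicate under it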;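 further: myotubes were challenged with 10 µM simvastatin during compound exposure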
* hit, by the source's call; ? = inconclusive; / = not tested or not shown.

SMILES	esBAF inh	S100A4 MyoIIA	FN deposit inh	SIRT5 inh	LGR2 antag	Casp6 inh	Statin myotox sup
O=C(Cc1cc(=O)oc2cc(O)ccc12)NC(Cc1ccc(Cl)cc1)C(=O)O (stereo not drawn)	-10.5	-5.7	-4.3	-108.8	-5.5	-1.5	4.4
CCCN(C)C[C@@H]1Oc2ncc(C#CC3CC3)cc2C(=O)N([C@@H](C)CO)C[C@@H]1C	-6.3	/	-21.6	/	12.1	/	52.9
CCOC(=O)c1sc2nc(C)n(N)c(=O)c2c1C	/	-5.4	0.4	-4.4	22.4	-3.0	/
COc1ccc(CN(C)C[C@H]2OCCCC[C@@H](C)Oc3ccc(NC(=O)Nc4ccc5c(c4)OCO5)cc3C(=O)N([C@@H](C)CO)C[C@@H]2C)cc1	-6.8	4.1	7.0	-1.7	4.4	-3.2	/
CCCNC(=O)C[C@H]1C[C@H]2c3cc(NC(=O)Nc4ccc(OC)cc4)ccc3O[C@H]2[C@H](CO)O1	0.0	4.4	-9.4	4.5	-2.2	-3.1	0.2
CCOC(=O)/C=c1\s/c(=C\c2ccc(C#N)cc2)c(=O)n1CC(=O)NCc1ccco1	/	4.1	1.2	-4.7	-0.1	-0.4	/
O=C1CC(N2CCN(c3nc4ccccc4s3)CC2)C(=O)N1c1cccc(F)c1 (stereo not drawn)	1.1	/	0.0	/	-9.2	/	-1.5
COc1ccc(NC(=O)N(C)C[C@H]2OCCCC[C@@H](C)Oc3ccc(NS(=O)(=O)c4cccs4)cc3C(=O)N([C@@H](C)CO)C[C@H]2C)cc1	0.3	6.0	/	0.4	3.2	0.4	/
O=C(Nc1ccc(F)cc1)N[C@H]1CC[C@@H](CCNS(=O)(=O)c2cccc(Cl)c2)O[C@@H]1CO	0.0	-25.2	-1.2	3.8	-5.1	-3.6	-3.2
Cc1cc(C)c(S(=O)(=O)NCC(CCC(=O)O)C(F)(F)F)c(C)c1 (stereo not drawn)	-4.6	9.9	2.7	-2.7	-0.1	-0.8	-5.5
COc1ccc(CC(=O)c2ccc(OC3OC(CO)C(O)C(O)C3O)cc2O)cc1 (stereo not drawn)	32.7	-3.0	5.6	-1.2	6.7	-0.6	3.6
Cn1c(CCNC(=O)c2cccs2)nnc1SCC(=O)N1CCN(c2ccccc2)CC1	-12.0	/	6.0	/	5.2	/	8.8
Cc1ccc2c(c1)c1c3n2CCN(C(=O)Cn2c(-c4ccccc4)noc2=O)C3CCC1 (stereo not drawn)	-3.3	/	-1.6	/	/	/	-0.2
CCOc1ccc(CN2CCSCC2)cc1	-5.9	-2.5	-4.4	0.9	-3.8	-0.5	7.8
CC(=O)Nc1ccc(S(=O)(=O)N(C)c2ccc(OCC(=O)Nc3ccccc3C(C)=O)cc2)cc1	0.0	-11.8	-3.0	4.7	9.0	-1.1	5.8
COc1cccc(S(=O)(=O)N[C@H]2CC[C@@H](CCn3cc(-c4ccccn4)nn3)O[C@H]2CO)c1	7.4	12.7	/	1.7	8.8	1.7	-4.0
O=C(CN1CCC(NC(=O)Nc2ccccc2-c2ccccc2)CC1)NCc1ccco1	-0.4	/	1.6	/	/	/	6.2
O=C(C[C@@H]1CC[C@@H]2[C@H](COC[C@H](O)CN2C(=O)C2CCOCC2)O1)NCc1ccncc1	1.0	6.1	-12.2	1.8	-19.3	1.7	-19.1
Cc1ccc2c(c1)N(CC(=O)N1CCCc3ccccc31)C(=O)C(C)O2 (stereo not drawn)	-3.5	-0.3	5.2	1.3	-0.3	1.9	9.6
CCCC[C@@H]1CNC(=S)N1CCc1cccc(F)c1	4.0	6.8	-2.5	/	4.2	3.3	-41.2

Ordered by SMILES length (lowest first): part of the list above.
SMILES	esBAF inh	S100A4 MyoIIA	FN deposit inh	SIRT5 inh	LGR2 antag	Casp6 inh	Statin myotox sup
CCOc1ccc(CN2CCSCC2)cc1	-5.9	-2.5	-4.4	0.9	-3.8	-0.5	7.8
CCCN(C)C[C@@H]1Oc2ncc(C#CC3CC3)cc2C(=O)N([C@@H](C)CO)C[C@@H]1C	-6.3	/	-21.6	/	12.1	/	52.9
COc1ccc(CN(C)C[C@H]2OCCCC[C@@H](C)Oc3ccc(NC(=O)Nc4ccc5c(c4)OCO5)cc3C(=O)N([C@@H](C)CO)C[C@@H]2C)cc1	-6.8	4.1	7.0	-1.7	4.4	-3.2	/

The listing continues.
SMILES	esBAF inh	S100A4 MyoIIA	FN deposit inh	SIRT5 inh	LGR2 antag	Casp6 inh	Statin myotox sup
O=C1CCC2(CCCC2)c2ccccc21	-0.1	-8.3	5.3	/	/	-0.4	3.1
CCC1(c2ccccc2)NC(=O)N(CC(=O)Nc2cc(S(=O)(=O)N3CCOCC3)ccc2OC(C)C)C1=O (stereo not drawn)	5.8	-2.9	2.0	-7.2	-0.9	-0.9	-4.8
C[C@@H]1CCCCO[C@@H](CN(C)CC2CCCCC2)[C@@H](C)CN([C@H](C)CO)C(=O)c2cc(NC(=O)C3CCCCC3)ccc2O1	-2.0	4.5	/	3.5	31.6	-0.2	/
Cc1noc(C)c1NC(=O)N(C)C[C@@H]1Oc2ccc(NS(=O)(=O)c3ccc(Cl)cc3)cc2CC(=O)N([C@@H](C)CO)C[C@@H]1C	-4.4	8.0	/	-1.7	-12.8	3.0	-135.1
COc1ccc(CCNC(=O)CSc2ccc3nnc(CCNC(=O)c4ccc(C)cc4)n3n2)cc1OC	/	-5.7	-10.5	3.8	0.8	-1.6	/
CSc1ncccc1C(=O)NCCc1ccc(Cl)cc1	/	8.1	-1.4	-5.3	0.7	-2.5	/
Cc1cccc(CCNC(=O)CCNS(=O)(=O)c2cc(Br)cnc2N)c1	2.1	-3.1	-2.4	-2.1	-2.5	-0.8	-1.3
CN1C(=O)c2cc(NC(=O)C3CCOCC3)ccc2OC[C@H]2O[C@H](CC(=O)NCC3CCCCC3)CC[C@H]21	-2.0	2.5	-1.6	-2.5	22.3	-0.5	36.4
COC(=O)CCC(=O)Nc1cccc2c(NC(=O)CCC(=O)OC)cccc12	-1.3	/	/	/	0.1	/	13.8
O=C(O)CN(CCc1ccccc1)S(=O)(=O)c1ccccc1	8.2	-6.8	0.0	-2.8	3.0	-1.2	?
C[C@H]1CN([C@@H](C)CO)S(=O)(=O)c2ccc(C#CCN(C)C)cc2O[C@@H]1CN(C)C(=O)C1CCCCC1	1.3	-3.8	-36.8	1.0	-7.2	-12.1	-6.0
CC1=C(C(=O)Nc2ccccn2)C(c2ccc(Cl)cc2Cl)NC(=S)N1 (stereo not drawn)	/	0.5	5.1	2.5	-16.6	3.3	/
COc1ccc(O)c(C(=O)/C=C/c2cc3ccccc3o2)c1	-10.8	6.8	1.9	/	/	/	13.2
COc1ccc(C(=O)NCCOc2ccccc2)cc1S(=O)(=O)N1CCOCC1	0.1	1.3	-2.9	0.3	-4.6	-1.1	10.1
O=C(Cc1ccc(Br)cc1)NCCc1ccccc1	6.0	-4.6	-7.2	1.0	-5.3	0.2	3.8
CCOC(=O)CNC(=O)C1CCN(S(=O)(=O)c2ccc(-c3nn[nH]n3)cc2)CC1	-4.6	3.4	2.3	/	0.4	-2.3	0.5
c1ccc2oc(SCc3cn4ccccc4n3)nc2c1	/	-4.0	/	1.0	10.8	-0.4	/
CNC(=S)N(CCc1cccc(C)c1)Cc1cc2cc(OC)c(OC)cc2[nH]c1=O	/	2.0	5.3	-0.1	-14.3	1.1	/
O=C(NCCNC(=O)c1cnccn1)c1ccc(Cl)cc1	-7.9	-0.9	4.8	-0.8	5.5	2.6	4.8
O=C(CN1C(=O)NC2(CCCC2)C1=O)OCc1ccc(Cl)c(Cl)c1	/	-9.1	-1.7	-2.0	8.3	-6.1	/
CC(C)(C)CC(=O)Nc1ccc(-c2nnc3n2CCCCC3)cc1	5.2	-2.9	3.8	1.5	1.4	-4.2	5.6
CCCN(C)C[C@@H]1Oc2ncc(C#Cc3cccc(OC)c3)cc2C(=O)N([C@H](C)CO)C[C@@H]1C	/	-7.6	-7.6	0.7	11.4	1.1	/
Cc1ccc(NC(=O)CSc2nnc(CNC(=O)c3cccs3)o2)c(C)c1	-5.0	-9.7	6.6	-0.9	13.4	-2.4	3.8
CCCC#Cc1cnc2c(c1)C(=O)N([C@H](C)CO)C[C@@H](C)[C@H](CN(C)Cc1ccccc1)O2	2.3	10.3	/	-4.0	0.3	-1.9	14.1
C[C@@H]1CN([C@@H](C)CO)C(=O)c2cc(NC(=O)NC3CCCCC3)ccc2O[C@@H](C)CCCCO[C@@H]1CN(C)Cc1ccccc1	-2.0	0.0	/	4.8	12.3	-0.8	/
CC(C)C(NC(=O)c1ccccc1F)C(=O)NCc1ccc(S(=O)(=O)N2CCOCC2)cc1 (stereo not drawn)	-0.3	1.5	-5.4	-9.8	3.9	1.7	-15.8
Cc1ccc(CNC(=O)c2ccc(C)s2)cc1	14.4	-2.8	-1.3	0.8	-32.5	-2.3	12.4
C[C@@H]1CN([C@H](C)CO)C(=O)c2cc(-c3ccncc3)cnc2O[C@H]1CN(C)C(=O)c1ccc(F)cc1	-2.9	6.9	-5.3	0.0	-1.9	-0.9	-10.9
O=C(Nc1ccccc1F)c1ccc(OCc2ccccc2)cc1	/	-19.2	-4.0	2.5	-63.4	-2.6	/
CS(=O)(=O)N1CCC(C(=O)Nc2ccc(Cl)cc2)CC1	-0.1	-2.0	8.4	-3.3	/	-0.5	0.9
C[C@@H]1CN([C@@H](C)CO)C(=O)Cc2cc(NC(=O)Nc3ccccc3)ccc2O[C@H]1CN(C)C(=O)Nc1cccc2ccccc12	-2.2	-6.0	/	2.7	6.5	3.2	38.1
CCOc1ncccc1C(=O)OCC(=O)NCCc1ccc(S(N)(=O)=O)cc1	0.7	4.3	5.8	-3.7	7.8	0.3	2.9
CCC(c1nnnn1-c1ccc2c(c1)OCCO2)N1CCN(CC)CC1 (stereo not drawn)	/	0.0	-3.2	-4.4	-26.8	-4.2	/
O=C(c1ccc(F)cc1)N1C[C@H]2[C@@H](c3ccccc31)[C@@H](CO)N2C(=O)c1ccc(F)cc1	-7.4	62.1	/	4.5	1.6	-2.1	6.4
CCc1ccc(C(=O)COC(=O)c2cc([N+](=O)[O-])ccc2NCCO)cc1	/	-0.4	-3.0	/	-24.5	5.1	/
O=C(CN1C(=O)NC2(CCCCCC2)C1=O)c1ccc(Cl)cc1	51.6*	-0.3	-7.9	-2.5	3.8	-0.6	-4.7
CC(NC(=O)c1ccccc1NS(C)(=O)=O)c1ccccc1 (stereo not drawn)	3.7	/	/	/	18.4	/	1.5
CCC1(c2ccc(Cl)cc2)NC(=S)N(c2ccc(C)c(C)c2)N1 (stereo not drawn)	/	-3.1	5.9	-5.0	-52.7	-1.1	/
CC1CCN(C(=O)C2CCN(S(=O)(=O)N3CCC4(CC3)OCCO4)CC2)CC1	-2.9	1.3	2.2	-4.6	1.3	-1.6	-3.4
Cc1cc(C)n2c(Nc3ccc4c(c3)OCCO4)c(C3CC3)nc2n1	/	-10.0	12.3	/	11.9	0.7	/
COc1ccc(OC)c(/C=C/C(=O)N(C)CC(=O)Nc2cc(C)ccc2C)c1	-3.1	/	/	/	-5.8	/	7.9
COc1ccccc1OCC(=O)Nc1ccc(S(=O)(=O)N2CCN(C)CC2)cc1	6.4	2.5	6.2	5.8	14.1	-0.8	-3.6
COc1cc(/C=N/NC(=O)c2cccnc2)ccc1OCC(=O)N1CCOCC1	6.6	-1.4	0.4	2.0	4.7	0.0	3.7
Cc1cc(N2CCN(S(=O)(=O)Cc3ccccc3)CC2)n2ncnc2n1	7.6	/	/	/	-1.2	/	3.7

Some of the compounds tested, so the mix of outcomes need not match the whole.
